Screening results as filed in PubChem BioAssay.
ABCB6 inh MLPCN: ABCB6 transporter inhibitors, primary screen, K562-ABCB6 cells, flow cytometry, MLPCN library | ATP-binding cassette sub-family B member 6 (Homo sapiens), Q9NP58 | K562-ABCB6 porphyrin accumulation, 1 h; active compounds read low | fluorescence ratio to DMSO, % at 10 µM | 360,000 tested, 0.19% active | AID 602162, 2011;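 active = fluorescence ratio to DMSO below 75%, the collection mean minus 3 SD; inconclusive = too few cells collected in the well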;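 also: signal is porphyrin accumulated inside mitochondria; 100% equals median channel fluorescence of DMSO control wells; lower ratio means ABCB6 inhibition with less porphyrin fluorescence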
MC4R barr agon: MC4R agonists recruiting beta-arrestin, primary screen, cell-based, luminescence, agonist arm of biased-ligand search | Melanocortin receptor 4 (Homo sapiens), P32245 | activation, % at 8.9 µM | 360,000 tested, 0.98% active | U2OS MC4R beta-arrestin complementation; percent of melanotan II response, DMSO zero;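 active = activation above a per-plate cutoff, the mean activation of sample wells on that plate plus 3 SD, cut at about 8% in these data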
ABHD5-PLIN5 inh: ABHD5-PLIN5 interaction inhibitors, primary screen, cell lysate, split luciferase complementation, luminescence | Perilipin-5 (Homo sapiens) + 1-acylglycerol-3-phosphate O-acyltransferase ABHD5 (Homo … | Split G. princeps luciferase complementation, 4 h | inhibition, % at 4 µM | 360,000 tested, 0.78% active;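 active = inhibition above the mean inhibition across every tested compound plus 3 SD, cut at about 22% in these data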;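 also: 0% = DMSO only wells and the 100% control is not disclosed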
MC4R antag cAMP: MC4R antagonists of cAMP signaling, primary screen, cell-based, TR-FRET, antagonist arm of biased-ligand search. Melanocortin receptor 4 (Homo sapiens), P32245. MC4R-expressing cells, MTII-stimulated cAMP, LANCE TR-FRET. inhibition, % at 6.5 µM. 360,000 tested, 0.48% active;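 active = inhibition above its plate's cutoff, the mean of tested wells on that plate plus 3 SD, cut at about 29% in these data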;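 also: 0% = Melanotan II alone and 100% = Melanotan II plus saturating MCL0020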
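system = U2OS cells with stable human MC4R expression | also added = Melanotan II challenge after compound preincubation | dosing = one concentration, 6.5 µM nominal | incubation = compound 30 min, challenge 1 h, detection 1 h | measured by = TR-FRET with Eu-cAMP and labeled anti-cAMP, 671 nm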
N-glyco inh: increase of ERlucT glycosylation luciferase signal, primary screen, N-linked glycosylation inhibitor project, D54 ERlucT cells, luminescence, set 2 | reporter increase, % at 12.5 µM | D54 ERlucT glycosylation luciferase reporter, 24 h; percent of 100 nM tunicamycin response | 360,000 tested, 0.23% active;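 active = mean luciferase reporter signal, scaled so untreated is 0 and the glycosylation-blocking control 100, at or above a set limit in every replicate; inconclusive = mean reaches the limit but not every replicate does; inactive = mean below the limit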;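 also: luciferase carries N-glycosylation sites so blocking glycosylation raises the light; 0% = median of neutral control wells and 100% = median of 100 nM tunicamycin wells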
TLR9-MyD88 inh: inhibitors of TLR9-MyD88 association in cells, primary screen, cell-based, CHO, BLA complementation, fluorescence. AID 504734, 2011. inhibition, % at 4.98 µM. 340,000 tested, 0.21% active. CCF4 FRET ratio;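 active = inhibition above the mean over all tested compounds plus 3 SD, cut at about 21% in these data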;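 also: 0% = DMSO only wells and 100% = clavulanate BLA inhibitor control wells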
Target sequence (Q99836 whole entry, looked up): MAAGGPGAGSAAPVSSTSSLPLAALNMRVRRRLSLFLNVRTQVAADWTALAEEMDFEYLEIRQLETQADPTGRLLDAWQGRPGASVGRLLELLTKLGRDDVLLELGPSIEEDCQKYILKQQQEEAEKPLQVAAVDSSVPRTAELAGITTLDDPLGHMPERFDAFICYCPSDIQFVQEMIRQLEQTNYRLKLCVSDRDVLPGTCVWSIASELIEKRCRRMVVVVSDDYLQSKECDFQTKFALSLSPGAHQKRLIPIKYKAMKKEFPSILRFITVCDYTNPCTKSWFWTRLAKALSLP
Target sequence (Q9NR96 whole entry, looked up): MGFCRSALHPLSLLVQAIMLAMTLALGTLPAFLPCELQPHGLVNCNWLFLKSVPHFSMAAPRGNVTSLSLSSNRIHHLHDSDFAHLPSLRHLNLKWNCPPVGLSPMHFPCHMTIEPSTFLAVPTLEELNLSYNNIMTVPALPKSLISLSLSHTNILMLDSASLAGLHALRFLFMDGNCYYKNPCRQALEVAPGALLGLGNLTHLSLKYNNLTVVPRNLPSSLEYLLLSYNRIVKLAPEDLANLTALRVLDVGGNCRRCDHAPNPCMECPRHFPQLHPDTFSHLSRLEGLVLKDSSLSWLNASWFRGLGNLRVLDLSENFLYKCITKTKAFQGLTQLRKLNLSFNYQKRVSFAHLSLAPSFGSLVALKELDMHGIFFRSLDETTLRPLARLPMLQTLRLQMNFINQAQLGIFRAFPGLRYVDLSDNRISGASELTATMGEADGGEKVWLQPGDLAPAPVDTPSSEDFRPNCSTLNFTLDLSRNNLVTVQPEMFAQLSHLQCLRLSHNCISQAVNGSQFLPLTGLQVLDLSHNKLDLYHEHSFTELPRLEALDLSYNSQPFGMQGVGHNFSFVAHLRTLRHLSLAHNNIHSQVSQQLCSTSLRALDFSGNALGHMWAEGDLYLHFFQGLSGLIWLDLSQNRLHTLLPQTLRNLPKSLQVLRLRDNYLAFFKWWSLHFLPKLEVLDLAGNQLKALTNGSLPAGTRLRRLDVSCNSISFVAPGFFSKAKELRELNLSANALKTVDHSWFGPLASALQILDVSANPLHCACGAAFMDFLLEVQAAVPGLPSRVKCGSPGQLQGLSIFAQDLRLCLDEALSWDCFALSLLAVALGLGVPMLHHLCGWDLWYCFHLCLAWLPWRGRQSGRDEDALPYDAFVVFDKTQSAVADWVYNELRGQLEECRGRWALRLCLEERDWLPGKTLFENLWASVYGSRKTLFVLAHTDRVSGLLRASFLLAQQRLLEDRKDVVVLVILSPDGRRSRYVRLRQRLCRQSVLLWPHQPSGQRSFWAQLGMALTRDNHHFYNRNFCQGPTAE
NOD2 RIPK2 PPI: NOD2-RIPK2 binding disruptors in cells, primary screen, fluorescence, CHO cells, BLA complementation; inhibition, % at 4.98 µM; 360,000 tested, 0.38% active; CCF4 ratio; in the data active = inhibition above about 21%;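 also: 0% = vehicle only and 100% = reference blocker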
Vif imaging: HIV Vif self-association inhibitors, primary screen, imaging, HEK293T, single point | 340,000 tested, 0.35% active | inhibition, % at 7.49 µM | HEK293T cells, Vif self-association by quenched fluorescence, 24 h; in the data active = inhibition above about 50%, passing the limit was not always enough; inconclusive = no clear call, values can overlap the other calls; inactive = below about 31%; also: some results filed as inactive read as strong as hits
Granule exo inh: LAMP-1 surface exposure blockers, TALL-104 cells – cell-based, flow cytometry, MLPCN library, primary screen; 360,000 tested, 0.66% active; AID 651702, 2012; inhibition, % at 10 µM; TALL-104 LAMP-1 surface exposure; cells stimulated with thapsigargin and PMA;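 active = inhibition above about 55%, limit read from the data; inconclusive = no clear call, values can overlap the other calls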
aDG glyco up: activators of alpha-DG glycosylation, primary screen, uHTS, Pro5-aDG cells, AlphaScreen. alpha-DG glycosylation AlphaScreen (IIH6); 0% Pro5, 100% B10-LARGE cell signal. activation, % at 10 µM. 360,000 tested, 0.22% active. AID 624168, 2012;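 active = activation of at least 8% versus controls, or a plate z-score of at least 8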;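 also: Pro5 are CHO cells carrying HIG-tagged alpha-DG that lacks glycosylation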
Numbers without * were called inactive; ? = inconclusive; nt = no result given. Some of the compounds tested, so the mix of outcomes need not match the whole.

ABCB6 inh MLPCN	MC4R barr agon	molecule	ABHD5-PLIN5 inh	MC4R antag cAMP	N-glyco inh	TLR9-MyD88 inh	NOD2 RIPK2 PPI	Vif imaging	Granule exo inh	aDG glyco up
100	-0.2	CCOc1ccc(NC(=O)CSc2nnc(C)n2CCCOC)cc1	-4	12	5	5	-6	5	0	-0.1
97	2.8	c1ccc(Cn2c[n+](Cc3ccccc3)c3ccccc32)cc1	-13	5	0	1	4	8	26	0.1
100	0.0	COc1ccccc1N1CCN(C2CCCN(C(=O)c3oc(C)cc3C)C2)CC1 (configuration not stated)	1	2	1	-1	-8	-9	0	-0.3
97	-0.6	O=C(NC(=S)Nc1ccc2cn[nH]c2c1)c1ccccc1	-1	18	1	1	-1	2	2	-0.2
92	1.5	CCOc1ccc(CCNC(=O)c2cc(C)nn2-c2ccccc2)cc1	5	11	2	-10	-9	-6	5	0.1
100	-2.4	CCOc1ccc(C(=O)CCN2CCOCC2)cc1	6	22	-1	3	-5	1	28	0.2
95	-1.1	CC(=O)O/N=C(\N)c1cnn2c(C(F)(F)F)cc(C(F)(F)F)nc12	-6	4	-1	-1	1	2	18	0.2
102	1.5	CC1Cc2ccccc2N1C(=O)CN(C)CC(=O)Nc1ccc(OC(F)(F)F)cc1 (configuration not stated)	3	14	0	-4	1	-1	18	0.0
99	-0.3	CCc1ccc(/C=C2/SC(N3CCOCC3)=NC2=O)cc1	-2	10	0	-5	6	2	0	0.3
88	1.3	Cc1cc(OCC(=O)NCc2ccccn2)cc(C)c1Br	5	-1	2	2	-6	-8	-4	0.1
87	-0.6	O=C(COc1ccccc1O)Nc1ccccc1Cl	1	5	2	-1	-14	19	3	-0.2
97	-1.7	O=C(Nc1ccccc1)N1CCCN(c2nccc(C(F)(F)F)n2)CC1	-6	1	0	-3	-1	-1	1	-0.1
93	0.6	Cc1cc(C)c(S(=O)(=O)Nc2ncn[nH]2)cc1C	-2	4	3	1	-3	18	9	0.1
99	0.0	O=C(COc1ccc(Br)cc1)NCC1COc2ccccc2O1 (configuration not stated)	-10	5	2	-3	5	-1	0	0.0
101	-3.0	CN(CC(=O)Nc1ccc(N2CCOCC2)cc1)C(=O)c1ccc(O)c(Cl)c1	2	15	0	-11	-2	18	-1	0.0
101	1.8	COc1ccnc(CSC(N)=Nc2ccc(F)cc2)c1	-16	11	3	0	5	2	5	0.3
97	0.5	COc1ccc(OC)c(S(=O)(=O)Nc2c(F)cccc2F)c1	0	3	2	11	-7	-1	0	-0.2
100	-1.1	O=C(COc1ccc(Cl)cc1)NNC(=O)c1ccccn1	1	-1	2	-4	3	nt	-2	0.0
97	0.5	CC1(C)Oc2ccc3ccc(=O)oc3c2-c2cnoc21	-3	2	1	3	-6	-14	-8	0.4
92	-0.7	CC1CCc2c(sc(NC(=O)C3CCCO3)c2C#N)C1 (configuration not stated)	-11	-7	-2	-7	-8	0	-11	-0.2
98	-0.2	C/C(=N\N1CCN(c2ccccc2)CC1)c1cccs1	-7	4	0	-6	-5	-3	-2	0.0
100	-0.5	Cc1cc(C)c2nc(SCC(=O)Nc3ccccc3N3CCOCC3)c(C#N)cc2c1	9	0	0	4	1	2	1	-0.2
97	-1.4	CCCS(=O)(=O)NC(=O)C1(C)CCCN(C(=O)COCc2ccccc2)C1 (configuration not stated)	-2	3	3	nt	3	9	-11	0.2
103	0.7	Oc1oc(-c2ccccc2)nc1/C=N/c1nccs1	8	5	-1	-1	-5	13	-2	0.2
93	-0.4	Cc1ccc(CNC(=O)CSc2nc3ccsc3c(=O)n2Cc2ccccn2)cc1	-3	11	3	4	1	0	-2	-0.1
104	1.0	O=C(NCCCN1CCOCC1)c1ccc(CNS(=O)(=O)c2ccc(F)cc2)cc1	11	-9	0	6	-2	1	1	0.0
102	-1.2	COc1ccccc1CN1C[C@@H]2C[C@@H](c3cccc(C)c3)N3CCC[C@@]23C1=O	-5	6	0	nt	-10	5	2	0.4
95	-0.5	COc1ccc(C(=O)NCCSCc2ccco2)cc1OC	20	-12	-1	3	-12	13	-1	-0.1
94	-1.6	CC1CCN(C(=O)c2cc3nc(-c4ccccc4)cc(-c4ccccc4)n3n2)CC1	1	19	-5	-3	2	-2	1	0.6
98	-0.6	CCOCCCn1c(=S)[nH]c2cc(C(=O)NCCc3ccccc3)ccc2c1=O	-5	-2	1	-1	4	1	-2	0.2

(continued)
ABCB6 inh MLPCN	MC4R barr agon	molecule	ABHD5-PLIN5 inh	MC4R antag cAMP	N-glyco inh	TLR9-MyD88 inh	NOD2 RIPK2 PPI	Vif imaging	Granule exo inh	aDG glyco up
103	1.3	CCCN(CCC)CCNC(=O)c1cc2c(=O)n(C)c3ccccc3c2n1C	1	-6	5	3	-10	-7	5	0.1
97	nt	O=C(OCc1ccccc1)N1CCC2CC1c1ccc(/C=C/CCCCl)cc12 (configuration not stated)	3	nt	-2	nt	9	-5	1	-0.1
105	0.7	COCCn1c(SCC(=O)Nc2ccc3c(c2)OCCO3)nnc1-c1ccncc1	-4	5	0	-16	-3	-10	-4	0.2
99	-0.2	O=C(O)Cc1csc(NC(=O)CSc2nnnn2-c2ccc(O)cc2)n1	0	15	4	-9	-2	4	-2	-0.2
99	-1.8	CCc1ccccc1NC(=O)c1cc(S(=O)(=O)N(C)C)ccc1N1CCCC1	-3	12	1	-2	2	0	-3	-0.2
104	-0.5	O=C(NNC(=O)c1cccc([N+](=O)[O-])c1)c1ccncc1	0	16	0	4	0	2	-2	-0.3
101	-3.0	Cc1sc2ncnc(SCC(=O)NC(C)C(C)C)c2c1C (configuration not stated)	3	10	0	-7	-6	-2	2	0.0
95	0.8	COc1ccc(NC(=O)c2sccc2C)cn1	5	-1	2	4	-6	-1	-3	0.1
107	-0.8	COc1ccc(/C=N/Nc2cn[nH]c(=O)c2Cl)cc1	-2	-1	7	-2	0	1	22	-0.5
99	nt	CCCCC[C@H](C)N1C[C@@H](COCc2ccccc2)Oc2cc(N3CCC[C@H]3CO)ccc2S1(=O)=O	-1	nt	nt	nt	-8	nt	-4	-0.2
100	2.3	CCOc1ccc(/C=N/NC(=O)Cn2ccnc2C)cc1	0	-4	0	-8	-4	-6	0	0.1
98	-1.4	Cc1cnc(=O)[nH]c1SCc1ccccc1F	-8	0	0	10	4	-2	-10	0.0
97	2.0	COc1ccccc1-c1ccc2c(c1)O[C@@H](CN(C)C(=O)c1ccncc1)[C@H](C)CN([C@@H](C)CO)S2(=O)=O	2	4	7	-3	-11	-5	-1	0.0
97	-0.1	O=C(Nc1nncs1)c1ccc(S(=O)(=O)c2ccccc2)cc1	5	2	0	3	-6	-8	-3	-0.2
96	-2.5	COC(=O)c1cc(N=Nc2c(C)[nH]c3ccccc23)cc(C(=O)OC)c1	-2	7	-3	-10	-1	-2	-3	-0.4
98	1.0	COc1ccc(C2(CNC(C)=O)CCCC2)cc1OC	4	6	2	-11	13	-8	-2	-0.2
504	0.9	Cc1nc(Nc2cccc(F)c2)c2oc3ccccc3c2n1	-5	5	1	-9	-1	-3	?	0.5
101	-1.0	CC1(C)O[C@@H]2C[C@H]3[C@@H]4CCC5=CC(=O)CC[C@]5(C)[C@@]4(F)[C@@H](O)C[C@]3(C)[C@]2(C(=O)CCl)O1	-12	2	5	4	12	9	-3	0.1
407	2.6	Cc1cc(C)c(S(=O)(=O)N2CCc3ccccc32)c(C)c1	-10	6	-7	-3	-1	12	1	0.0
97	-1.4	Cc1ccc2c(CC(=O)Nc3sccc3C(N)=O)coc2c1	-5	-2	-2	5	-3	-6	4	-0.1
98	-1.6	CC(C)(C)C(=O)NC(=O)Nc1ccccc1C(F)(F)F	-1	-1	2	-4	10	-4	109*	0.1
99	0.9	CC(C)(C)OC(=O)N/N=C\c1ccc[nH]1	4	13	-3	15	4	3	-1	0.1
92	-1.4	COCC(C)n1c(SCC(=O)N2CCCCC2)nc2ccccc2c1=O (configuration not stated)	6	0	1	-8	-15	nt	-3	0.1
100	nt	O=S1(=O)CC(N2CCN(CCO)CC2)CN1Cc1cn(Cc2ccccc2C(F)(F)F)nn1 (configuration not stated)	4	nt	1	nt	1	nt	1	0.0
96	0.4	Cc1ccc(F)c(S(=O)(=O)NC(=O)C2(C)CCN2C(=O)c2ccco2)c1 (configuration not stated)	-1	6	1	nt	-8	-11	6	-0.2
96	2.5	CCC(=C(c1ccc(OC)cc1)c1ccc(OC)cc1)c1cn(CC(O)CN2CCN(C)CC2)c2ccccc12 (configuration not stated)	17	-2	-3	-14	11	1	89*	0.1
